# Screening data (PubChem BioAssay)
# EP2 mod – EP2 receptor (human) modulation; EP2-expressing cells, cAMP HTRF FRET, PGE2 co-stimulation; induction, % at 25 µM; 0.83% of 260,000 active;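 active = compounds whose cAMP rise, as percent of the full-agonist control response, exceeds 60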;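 also: rat C6 glioma line stably carrying human EP2 under a CMV promoter; the protocol text gives 20 µM as final concentration; 100% = response of wells given 1 µM PGE2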
# Target sequence (P43116 whole entry, looked up): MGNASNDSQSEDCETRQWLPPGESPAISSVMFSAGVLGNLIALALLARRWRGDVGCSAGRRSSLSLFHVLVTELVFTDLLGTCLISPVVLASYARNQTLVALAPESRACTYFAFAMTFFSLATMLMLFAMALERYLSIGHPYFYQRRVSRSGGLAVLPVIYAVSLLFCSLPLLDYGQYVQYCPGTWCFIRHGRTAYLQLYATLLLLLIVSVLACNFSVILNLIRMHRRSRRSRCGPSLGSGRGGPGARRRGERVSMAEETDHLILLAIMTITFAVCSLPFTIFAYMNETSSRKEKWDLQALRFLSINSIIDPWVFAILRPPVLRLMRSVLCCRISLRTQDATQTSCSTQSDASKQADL
# NPY-Y1 antag – blocks the human neuropeptide Y Y1 receptor; AID 1040; inhibition, % at 3.6 µM; HEK293-CNG Y1 cells, membrane potential fluorescence; NPY at EC95, then isoproterenol; 1% of 200,000 active; P25929;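 active = inhibition above the campaign mean inhibition of all tested compounds plus 3 SD, cut at about 20% in these data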;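 also: 0% = DMSO wells given NPY plus isoproterenol and 100% = isoproterenol alone without NPY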
#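 Material: HEK293 cells with Y1 receptor plus CNG channel; times: compound incubation 1 h at room temperature, readout 45 min post-stimulation; signal: fluorescence, membrane potential probe; read-out basis: fluorescence ratio normalized to % inhibition between controls; benchmarks: full-block control isoproterenol-only wells, zero-block control NPY plus isoproterenol wells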
# NPY2 pot ag – potentiates or activates human NPY-Y2 receptor; cells expressing NPY-Y2, potentiator/agonist read-out; activation, % at 3.6 µM; 0.45% of 220,000 active; in the data active = activation above about 27%;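 also: cells stimulated with NPY near EC25 plus isoproterenol at EC100; 0% = vehicle plus submaximal agonist and 100% = vehicle plus saturating agonist; some results beyond the cut were filed as inactive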
# Target sequence (P49146 whole entry, looked up): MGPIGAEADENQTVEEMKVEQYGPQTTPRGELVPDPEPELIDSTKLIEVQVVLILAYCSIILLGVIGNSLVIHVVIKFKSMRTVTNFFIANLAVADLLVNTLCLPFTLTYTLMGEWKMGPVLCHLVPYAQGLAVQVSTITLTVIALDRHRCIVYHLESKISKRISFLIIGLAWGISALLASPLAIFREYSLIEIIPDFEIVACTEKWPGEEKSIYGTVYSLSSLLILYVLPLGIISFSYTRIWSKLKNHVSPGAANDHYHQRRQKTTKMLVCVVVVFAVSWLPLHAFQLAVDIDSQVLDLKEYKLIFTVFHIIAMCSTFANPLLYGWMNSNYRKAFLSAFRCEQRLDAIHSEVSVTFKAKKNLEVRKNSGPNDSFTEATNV
# eIF4E 4G PPI – blocks eIF4E binding to eIF4G | 0.37% of 220,000 active | inhibition, % at 21.7 µM | TR-FRET eIF4E-eIF4GI(517-606) binding, 2 h | AID 782 | P63073+Q04637;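 active = inhibition above about 30%, limit read from the data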;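 also: 0% = full FRET control wells and 100% = background wells lacking eIF4GI fragment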
# p97 inhibitor – inhibitors of human p97 ATPase. recombinant p97 ATPase, Kinase-Glo ATP luminescence, 3 h. inhibition, % at 8 µM. 0.42% of 220,000 active; in the data active = inhibition above about 15%;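 also: 0% = DMSO vehicle and 100% = wells lacking enzyme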
# NPY1 pot ag – human NPY-Y1 potentiation or agonism, primary screen. P25929. 0.37% of 220,000 active. NPY-Y1 expressing cells, potentiator/agonist activation. activation, % at 3.6 µM. AID 1304; in the data active = activation above about 33%, passing the limit was not always enough;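 also: cells stimulated with NPY at EC10 then isoproterenol at EC100; 0% = low agonist plus stimulus and 100% = saturating agonist plus stimulus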
# PGE2 EP2 inh – inhibitors of human EP2 prostaglandin E2 receptor | P43116 | C6 glioma cells expressing human EP2, cAMP TR-FRET; cells stimulated with saturating PGE2 | inhibition, % at 25 µM | 0.52% of 260,000 active | AID 1422;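 active = percent inhibition above 40 after rounding to a whole number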;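 also: rat C6 glioma host cells with rolipram phosphodiesterase inhibitor present; the protocol text gives 20 µM as final concentration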
# S1P4 agonist – human S1P4 receptor agonism; O95977; S1P4-expressing cell line, agonist reporter assay; activation, % at 4.98 µM; 0.35% of 220,000 active; AID 1509; in the data active = activation above about 11%;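 also: 0% = DMSO vehicle and 100% = reference agonist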
# Target sequence (O95977 whole entry, looked up): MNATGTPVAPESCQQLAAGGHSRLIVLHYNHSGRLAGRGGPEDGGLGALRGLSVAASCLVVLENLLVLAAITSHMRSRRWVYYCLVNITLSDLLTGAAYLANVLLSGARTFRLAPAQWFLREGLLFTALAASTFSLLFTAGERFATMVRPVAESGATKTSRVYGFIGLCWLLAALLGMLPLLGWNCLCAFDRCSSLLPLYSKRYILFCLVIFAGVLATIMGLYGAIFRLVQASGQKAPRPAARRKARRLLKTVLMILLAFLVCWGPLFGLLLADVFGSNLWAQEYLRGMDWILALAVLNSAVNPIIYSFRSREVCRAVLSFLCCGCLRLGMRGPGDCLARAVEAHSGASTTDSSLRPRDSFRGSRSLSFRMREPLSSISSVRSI
# S1P4 antag – human S1P4 receptor antagonism; O95977; S1P4-expressing cells, antagonist mode, reporter read-out; inhibition, % at 4.98 µM; 0.26% of 220,000 active; in the data active = inhibition above about 29%;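 also: 0% = wells stimulated with agonist and 100% = vehicle wells without agonist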
# Starred values were filed as active, the others as inactive; · = not tested or not shown; & = joins results of further samples; [ ] = remark or other dose. A portion of the library; rates above refer to the full screens.
SMILES,EP2 mod,NPY-Y1 antag,NPY2 pot ag,eIF4E 4G PPI,p97 inhibitor,NPY1 pot ag,PGE2 EP2 inh,S1P4 agonist,S1P4 antag
O=C1NC(=O)N(Cc2ccccc2)C(=O)/C1=C/C=C/c1ccco1,-56,·,-19,2,14,13,106*,-2.6,4
CC#CP(=O)(OCC)C(O)(c1ccccc1)C(F)(F)F (configuration not stated),30,-3,-6,3[fluorescence artefact?],0,-2,13,-0.9,-13
CCC(=NCc1cccnc1)c1c(O)n(C2CCCCC2)c(=O)[nH]c1=O,-8,2,13,3,2,5,4,-0.3,-4
CC(=NCc1ccc2c(c1)OCO2)c1c(O)n(-c2ccc(C)cc2)c(=O)[nH]c1=O,-21,·,-5,-1,-5,-2,2,1.3,2
CCN(CCNc1ccc([N+](=O)[O-])c2cccnc12)S(=O)(=O)c1ccccc1,13,-5,70*,-2[fluorescence artefact?],4,61*,8,-0.8,-7
CC12CCCCC1N(O)CN2O (configuration not stated),18,0,3,13[fluorescence artefact?],2,-19,13,-0.5,5
CC(=NCc1ccco1)c1c(O)n(-c2ccc(C)cc2)c(=O)[nH]c1=O,-14,·,0,5,7,16,16,0.4,-9
O=c1[nH]c(=S)n(Cc2ccc(F)cc2)c(O)c1/C=N/N1CCCCC1,18,0,-2,4,-5,3,7,0.1,-10
COC(=O)c1cn(C(=O)c2cccc3ccccc23)c2ccccc12,35,·,-28,-1,4,-32,2,0.0,-4
CN(Cc1ccccc1)Cc1ccccc1OC(=O)N(C)C,14,-3,-15,2[fluorescence artefact?],-4,-3,3,-0.3,-10
O=C1NC(=O)N(Cc2ccccc2Cl)C(=O)/C1=C/N1CCOCC1,23,2,10,3,2,4,3,-3.0,-25
CCN(CC)C(=O)c1ccc(N2C(=O)C3CC=C(Cl)CC3C2=O)cc1 (configuration not stated),-10,-4,7,3,16*,-1,12,1.1,-3
CC(=O)NC(C)Cc1ccccc1 (configuration not stated),7,-3,4,3[fluorescence artefact?],0,-11,21,2.6,-13
CC(=NCc1ccco1)c1c(O)n(-c2ccccc2C)c(=O)[nH]c1=O,-4,·,3,-3,6,15,7,2.3,-19
CN1CCN(CC(=O)Nc2ccc([N+](=O)[O-])cc2C(=O)c2ccccc2)CC1,-4,-3,-4,0,-1,12,2,-1.5,3
CCc1cccc2c(C#N)cn(CC(=O)N3CCOCC3)c12,-17,0,3,0,4,-3,8,-1.0,-12
O=[N+]([O-])c1ccc(N2CCNCC2)cc1N1CCCCC1,-18,3,-8,-2,3,-3,3,1.4,5
COc1cc2c(cc1OC)[C@@H]1C(=O)c3ccc4c(c3O[C@@H]1CO2)C[C@H](C(C)C)O4,-16,·,-18,1,6,-41,12,-1.8,5
CCC(=NCc1ccco1)c1c(O)n(C)c(=O)n(C)c1=O,-12,·,10,0,2,11,7,1.6,1
O=C(Cn1cnc2sc3c(c2c1=O)CCCC3)NCCCC(=O)N1CCC2(CC1)OCCO2,6,2,-2,6,-1,-18,14,-0.8,-3

# Sorted by SMILES length (falling): 3 of the compounds above.
SMILES,EP2 mod,NPY-Y1 antag,NPY2 pot ag,eIF4E 4G PPI,p97 inhibitor,NPY1 pot ag,PGE2 EP2 inh,S1P4 agonist,S1P4 antag
O=c1[nH]c(=S)n(Cc2ccc(F)cc2)c(O)c1/C=N/N1CCCCC1,18,0,-2,4,-5,3,7,0.1,-10
CCC(=NCc1cccnc1)c1c(O)n(C2CCCCC2)c(=O)[nH]c1=O,-8,2,13,3,2,5,4,-0.3,-4
O=[N+]([O-])c1ccc(N2CCNCC2)cc1N1CCCCC1,-18,3,-8,-2,3,-3,3,1.4,5

# Next section
SMILES,EP2 mod,NPY-Y1 antag,NPY2 pot ag,eIF4E 4G PPI,p97 inhibitor,NPY1 pot ag,PGE2 EP2 inh,S1P4 agonist,S1P4 antag
CC(N=Cc1c(O)n(C2CC2)c(=S)[nH]c1=O)c1ccccc1 (configuration not stated),-18,·,-13,3,7,-18,4,-1.4,12
CCOC(=O)C1CN(C)CCC1=O (configuration not stated),18,6,-9,-4[fluorescence artefact?],-8,5,11,-3.2,8
COc1cc(C(=O)Nc2ccc(Br)cc2C(=O)c2ccccc2Cl)cc(OC)c1OC,18,-1,1,3[fluorescence artefact?],3,-11,8,0.4,-14
C=C1C[C@]2(O)[C@@]3(C)CCC(=O)C(C)(C)C3=C(O)C(=O)[C@@]2(C)[C@@H]2C(=O)O[C@@](C)(C(=O)OC)C(=O)[C@@]12C,-22,9,-12,1,0,-1,10,0.2,-17
OCCOCC#CCN1CCOCC1,13,2,-12,-6,1,6,·,-0.9,-10
CCCCCCC(=O)N/N=C/c1c(O)n(CCc2ccccc2)c(=O)[nH]c1=O,-32,·,4,4,7,-5,-1,-1.7,12
COC(=O)C(O)(c1ccc(NC(=S)NC(=O)c2ccccc2)cc1)C(F)(F)F (configuration not stated),-5,6,-6,-3,1,0,10,1.1,1
COc1ccc(-c2[nH]ncc2CNC(C)Cc2ccsc2)c(F)c1 (configuration not stated),-47,4,-6,0,-1,-24,2,-0.7,2
COc1ccc(CNC(=O)C(NC(C)=O)C(C)C)cc1OC (configuration not stated),11,-4,-2,0,1,-9,3,3.2,-2
CCc1cc(=O)[nH]c(SCCCF)n1,21,6,1,4,8,7,3,-1.8,5
C/C(=N\NC(=O)c1ccccc1)c1c(O)n(Cc2ccccc2)c(=O)[nH]c1=O,-11,·,-10,1,1,7,0,0.9,1
CCC(=Nc1cccc(C(F)(F)F)c1)c1c(O)n(C)c(=O)n(C)c1=O,-2,·,-2,1,7,1,14,1.0,-3
CCn1ncc(/C=C2/CC3C4CC=C5CC(O)CCC5(C)C4CCC3(C)C2=O)c1C (configuration not stated),·,-1,8,·,0,-17,·,0.6,-1
CCOc1cc(CNC(C)C(O)c2ccccc2)cc(Cl)c1OCC (configuration not stated),-19,2,-9,-3,-9,-9,4,0.2,-16
CN(C)C(=S)SSC(=S)N(C)C,-37&-80,0,-7,8,12,4,125*,-1.8,23
FC(F)(F)c1ccc2c(c1)N(CCCN1CCN(CCCl)CC1)c1ccccc1S2,27,-4,21,1,1,-3,11,0.9,-10
CCC(C)n1c(O)c(C=NCCN2CCOCC2)c(=O)[nH]c1=S (configuration not stated),-6,·,2,-2,-1,12,7,-0.9,-10
CC/C(=N\NC(=O)c1ccccc1)c1c(O)n(Cc2ccccc2)c(=O)[nH]c1=O,4,·,5,1,-7,7,4,-0.3,9
CC(Cc1ccccc1Sc1ccccc1)N(C)C (configuration not stated),8,14,-14,-4,-2,-37,6,0.3,-10
Cc1[nH]c2ccccc2c1C(=O)C(=O)N1CC2CC(C1)c1cccc(=O)n1C2 (configuration not stated),23,-2,4,-3,-1,6,8,0.9,-2
O=C(c1ccc2c(c1)OCO2)N1CCC2(CC1)OCCO2,9,1,-1,-1,1,3,3,1.0,-26
COc1ccc(NC2(C#N)CCCCC2)cc1,12,-1,11,-3,4,19,9,2.0,3
CCCCn1c(O)c(C(C)=NCC2CCCO2)c(=O)[nH]c1=O (configuration not stated),16,6,-5,-13[fluorescence artefact?],2,22,7,-2.2,1
Cc1ccc(C2=NN(CCC(=O)N3CCC4(CC3)OCCO4)C(=O)CC2)cc1,-5,1,-4,2,1,3,5,-0.3,-2
COc1ccc(C(=O)C2CCCN(Cc3cnc(C)s3)C2)cc1OC (configuration not stated),-20,3,-4,-2,0,11,3,1.6,-5
COC(=O)C1C2c3ccccc3OC1(C)N=c1s/c(=C/c3cnn(C)c3C)c(=O)n12 (configuration not stated),5,-4,4,1[fluorescence artefact?],-2,10,19,1.1,-3
O=c1cccc2n1CC1CC2CN(S(=O)(=O)c2ccc(F)cc2)C1 (configuration not stated),19,-1,-2,-1,3,6,4,0.8,-6
Cc1ccc(C2SCC(=O)Nc3c2c(=O)[nH]n3C2CCOC(C)(C)C2)cc1 (configuration not stated),14,13,-10,-5[fluorescence artefact?],5,-16,15,-2.1,1
Cc1nn(Cc2ccccc2)c(Cl)c1C(=O)OCC(=O)NCC1CCCO1 (configuration not stated),12,6,-3,1,-5,-21,1,2.0,-4
CC(NCC#Cc1ccccc1)C(O)c1ccccc1 (configuration not stated),-29,5,6,-1,1,5,11,1.1,1
CCC(=O)c1ccc(OC(=O)N(C)c2ccccc2)cc1,12,2,-6,-1,-4,0,9,-1.2,-29
CCOc1ccccc1-n1c(O)c(C=NCc2ccc3c(c2)OCO3)c(=O)[nH]c1=O,30,-2,-11,0,-5,-21,9,0.7,4
FCCN(CCF)c1cccc(Cl)c1,21,·,-16,-3,2,-2,3,1.5,3
Cc1[nH]c2ccccc2c1/C=N/O,-21,0,8,-2,7,-43,9,-0.9,9
CC(C)(O)[C@H]1O[C@H]2CC[C@@]3(C)[C@@](O)(CC[C@H]4Cc5c([nH]c6ccccc56)[C@@]43C)C2=CC1=O,-20,-14,24,5,5,43*,16,0.4,14
O=C1NC(=O)N(c2cccc(Cl)c2)C(=O)/C1=C\c1ccc(Sc2nc3ccccc3[nH]2)o1,-58,-6,5,13,-2,-10,15,0.2,-12
CCC(C)n1c(O)c(C=Nc2cccc(C(F)(F)F)c2)c(=O)[nH]c1=S (configuration not stated),32,-1,1,-4,-5,-19,15,0.5,-16
COc1ccc(OC)c(CC(=O)O)c1,3,1,-7,9,2,-12,3,1.2,-20
COc1cc2c(cc1OC)-c1c(OC)c(OC)cc3c1[C@H](C2)N(C)CC3,22,-4,5,3,1,-26,-2,0.6,-6
CCCS(=O)(=O)N1CCC(C(=O)N2CCC3(CC2)OCCO3)CC1,18,2,4,-1,2,-6,9,0.1,4
CCOC(=O)c1c(-n2c(C)cc(/C=C3\C(=O)NC(=O)N(C)C3=O)c2C)sc2c1CCCC2,37,1,19,-15,4,28,12,13*,0
Cc1ccc(-n2c(C)nc3ccccc3c2=O)cc1C,26,2,6,2,7,11,15,1.0,-34
COc1cc2c(C(=O)O)c(C)n(C)c2cc1Br,-22&22,3,5,0,8,2,6&6,1.2,-2
CCC(COC(=O)NC)NC(=O)Oc1cccc(C)c1 (configuration not stated),31,5,0,-2[fluorescence artefact?],1,30,3,0.1,2
CCC(C)N1C(=O)NC(=O)C2(Cc3c(ccc4ccccc34)N(C)C2)C1=O (configuration not stated),-38,-11,32,4,-3,27,13,0.4,-6
NCCCN1CCN(c2ccccc2)CC1,25&3,·,-2,3,10,1,11&9,2.1,-2
CN1C(=O)C(C2(C#N)CCCCC2)C(=O)N(C)C1=O,29,-2,6,11,-2,16,9,-0.9,-4
CC1C(c2cccs2)=[N+]([O-])C(C)(C(=O)c2cccs2)N1O (configuration not stated),3,-3,7,-18[fluorescence artefact?],-7,14,3,0.9,-13
CCn1c(O)c(/C(C)=N/N2CCCCC2c2cccnc2)c(=O)[nH]c1=S (configuration not stated),12,5,-6,-9[fluorescence artefact?],-3,-1,6,-0.1,-1
Cc1ccc(-n2nc(C)cc2NC(=O)COc2cc(C)cc3oc(=O)c4c(c23)CCC4)cc1,-12,6,10,2,1,19,2,-1.0,-3
O=C(c1cccc2ccccc12)C1CCCN(Cc2ccon2)C1 (configuration not stated),4,·,-8,-11,1,24,2,0.2,-6
CN(C)P(=O)(NC(=O)c1cccn1C)N(C)C,19,5,8,0,10,16,7,1.3,-10
Nc1cc2nc3ccccc3nc2cc1N,-17,·,-10,36*,6,9,6,1.1,12
O=c1[nH]c(=S)[nH]c(O)c1N=Nc1cc2c(cc1[N+](=O)[O-])OCO2,10,3,-9,-2,2,-8,16,-1.0,-23
N=c1c[n+](C2CCCCC2)[n-]o1,10,4,15,-4,2,6,10,0.0,-18

# Results in EP2 mod and NPY-Y1 antag, for some of the entries so far:
smiles,EP2 mod,NPY-Y1 antag
CCC(=NCc1ccco1)c1c(O)n(C)c(=O)n(C)c1=O,-12,·
O=C(Cn1cnc2sc3c(c2c1=O)CCCC3)NCCCC(=O)N1CCC2(CC1)OCCO2,6,2
